SMARCA2 activ – SMARCA2 function activation, primary screen | 370,000 compounds, 1% hits | activation, % at 9.1 µM | AID 652017 | MG213 cells, MMTV-luciferase reporter, dexamethasone, overnight; in the data active means activation above about 7.8%;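 further: 0% = vehicle wells and 100% = reference activator wells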
DAX1 inh-1 – inhibits human nuclear receptor DAX1; AID 504766; HEK293 Gal4-DAX1 luciferase reporter, luminescence; 340,000 compounds, 0.99% hits; P51843; inhibition, % at 6.75 µM;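 active means inhibition above the mean over all tested compounds plus 3 SD, cut at about 4.2% in these data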;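 further: 0% = DAX1-transfected cells with DMSO and 100% = empty-vector control cells with DMSO; inhibition shows as a rise in luminescence from relieved DAX1 repression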
Target sequence (P51843 207-470 limits assumed): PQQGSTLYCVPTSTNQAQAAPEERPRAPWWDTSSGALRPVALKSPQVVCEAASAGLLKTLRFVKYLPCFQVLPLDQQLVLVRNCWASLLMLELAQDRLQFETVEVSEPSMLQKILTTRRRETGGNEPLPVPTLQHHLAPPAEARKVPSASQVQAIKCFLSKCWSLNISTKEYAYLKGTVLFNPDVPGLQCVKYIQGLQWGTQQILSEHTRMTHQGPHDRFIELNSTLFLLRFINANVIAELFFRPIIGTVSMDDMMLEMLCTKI
FXN GAA850 act – frataxin GAA850 promoter activation | activation, % at 6 µM | 360,000 compounds, 0.56% hits | HEK293 lucGAA850 FXN promoter luciferase reporter, 24 h; percent of 10 µM SAHA response;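 active means activation above the average of all compounds screened plus 3 SD, cutoff fixed separately per campaign, cut at about 7.5% in these data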;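 further: 0% = DMSO wells and 100% = 10 µM SAHA wells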
hgDAF-12 ag – activates the H. glycines DAF-12 receptor ligand-binding domain; HEK293 GAL4-hgDAF12 UAS-luciferase reporter, agonist luminescence; normalized to butyrate control; activation, % at 6.8 µM; 370,000 compounds, 1.8% hits; AID 687014;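 active means activation above a cutoff set at the mean of all screened compounds plus 3 SD, cut at about 10% in these data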;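 further: 0% = DMSO wells and 100% = sodium butyrate wells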
hcDAF12 agonist – activators of H. contortus DAF-12 nuclear receptor; HEK293 hcDAF-12 lit1-tk-luc reporter, luminescence; 0% DMSO, 100% Δ7-dafachronic acid; activation, % at 6.8 µM; 370,000 compounds, 1.4% hits; AID 652067;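 active means activation above the mean of all tested compounds plus 3 SD, cut at about 5.5% in these data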;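 further: 100% = response to 3 µM Δ7-dafachronic acid high control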
GC-B act – GC-B (human) receptor activation. P20594. HEK293-GC-B cells, CNP EC30, cGMP TR-FRET; 0% at EC30 CNP, 100% saturating CNP. activation, % at 10 µM. 370,000 compounds, 0.11% hits. AID 1920062;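 active means activation at 10 µM reaching about 35% in either raw or pattern-adjusted values, limit read from the data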
ADAM10 inh – ADAM10 inhibition, QFRET primary screen. O14672. recombinant ADAM10, EDANS/DABCYL FRET peptide cleavage, 3 h. inhibition, % at 7 µM. 370,000 compounds, 0.62% hits;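 active means inhibition above a per-campaign cutoff equal to the mean of compounds falling between control-based bounds plus 3 SD, cut at about 20% in these data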;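 further: 0% = DMSO wells while the 100% control is not disclosed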
Target sequence (O14672 214-748 limits assumed): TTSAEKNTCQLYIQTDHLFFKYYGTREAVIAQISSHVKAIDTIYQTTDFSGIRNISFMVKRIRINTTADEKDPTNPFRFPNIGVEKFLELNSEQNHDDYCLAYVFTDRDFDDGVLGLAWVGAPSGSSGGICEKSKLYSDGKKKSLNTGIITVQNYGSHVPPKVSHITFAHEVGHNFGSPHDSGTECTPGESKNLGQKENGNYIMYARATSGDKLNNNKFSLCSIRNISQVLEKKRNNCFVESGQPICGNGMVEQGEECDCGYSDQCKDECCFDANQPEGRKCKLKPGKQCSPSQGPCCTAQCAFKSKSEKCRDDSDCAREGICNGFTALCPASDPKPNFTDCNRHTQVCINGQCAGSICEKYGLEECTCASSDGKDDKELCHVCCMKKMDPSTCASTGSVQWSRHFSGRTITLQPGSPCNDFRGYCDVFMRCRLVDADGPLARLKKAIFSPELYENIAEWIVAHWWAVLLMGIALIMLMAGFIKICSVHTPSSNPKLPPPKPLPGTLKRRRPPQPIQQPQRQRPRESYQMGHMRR
GC-A act – GC-A (human) enzyme activation | P16066 | HEK293 GC-A cells, cGMP TR-FRET, EC30 ANP; 0% at EC30 ANP, 100% saturating ANP | activation, % at 10 µM | 370,000 compounds, 0.14% hits; in the data active means activation above about 40%
DAX1 inh-2 – inhibitors of DAX1 repression of SF-1 activated StAR promoter; HEK293T StAR-luciferase reporter, SF-1/DAX-1 repression relief; inhibition, % at 6.8 µM; 370,000 compounds, 1.1% hits; AID 652010;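 active means inhibition above the mean over all tested compounds plus 3 SD, cut at about 3.6% in these data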;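 further: 0% = DAX-1 cells with DMSO and 100% = cells lacking DAX-1 with DMSO; higher inhibition means more luminescence from relief of DAX-1 repression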
ssDAF12 agonist – activators of S. stercoralis DAF-12 nuclear receptor; HEK293 ssDAF-12/GRIP1 lit1-tk-luc reporter, luminescence; % of 3 µM dafachronic acid response; AID 652126; activation, % at 6.8 µM; 370,000 compounds, 1% hits;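 active means activation above the mean over all tested compounds plus 3 SD, cut at about 0.9% in these data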;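 further: 0% = DMSO-only wells and 100% = 3 µM delta7-dafachronic acid wells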
sPLA2-III inh – Inhibits HGIII-sPLA2 liposome hydrolysis, primary screen. AID 743126. 370,000 compounds, 0.56% hits. inhibition, % at 12.2 µM. QFRET BODIPY PC-A2 liposome hydrolysis, fluorescence;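 active means inhibition above mean plus 3 SD of compounds lying within the high and low control bounds, cut at about 19% in these data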;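 further: 0% = median of test compound wells and 100% = no enzyme DMSO wells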
Numbers without * were called inactive; i = inactive; . = not tested or not shown.

SMILES	SMARCA2 activ	DAX1 inh-1	FXN GAA850 act	hgDAF-12 ag	hcDAF12 agonist	GC-B act	ADAM10 inh	GC-A act	DAX1 inh-2	ssDAF12 agonist	sPLA2-III inh
COc1ccc(CCNC(=O)C2CC(=O)N(CCc3ccc(C)cc3)C2)cc1OC (stereo not given)	-3	-0.4	-0.6	0.5	-0.8	-2	1	0	0.1	-0.6	-4
Cc1[nH]c2ccccc2c1CC#N	-6	0.7	1.7	-0.9	2.5	1	-25	-3	-0.2	-0.4	-3
Clc1ccc(-c2csc(-c3ccncc3)n2)cc1	3	1.6	4.4	7.1	4.2	-6	-37	-10	0.0	-0.3	-1
Cc1cccc(C(=O)N[C@H](C(=O)Nc2ccc(C)c(S(=O)(=O)N3CCOCC3)c2)C(C)C)c1	-2	-2.0	-4.7	-1.3	-1.8	-6	-5	-12	-1.7	-1.3	-10
O=C(NCc1ccccn1)C1CCCN(S(=O)(=O)c2ccc(Br)cc2)C1 (stereo not given)	0	-0.2	-1.2	0.0	-2.6	3	6	5	-1.1	-1.5	5
O=C(O)CCC(=O)c1cccc2ccccc12	3	0.2	-1.5	0.7	-0.8	5	-9	-2	0.2	0.1	-2
Cc1cccc(NC(=O)CSCC(=O)Nc2cccc3ncccc23)c1	-2	0.0	1.7	-0.2	0.8	-5	0	0	1.2	0.2	8
Cc1ccc(N(CC(=O)NC2CCC(C)CC2)S(=O)(=O)c2cccnc2)cc1 (stereo not given)	-2	1.8	-0.7	-0.7	2.6	0	6	-1	0.8	-1.4	5
COc1ccccc1N1CCN(/N=C/c2ccccc2C(=O)O)CC1	1	-0.6	0.9	0.8	2.1	-5	8	-1	0.2	-0.7	4
CCOC(=O)CN1C(=O)S/C(=C/c2ccco2)C1=O	0	-1.3	1.0	1.3	-0.7	-8	-8	-1	-0.3	-0.8	-3
C=CCOc1ccc(Br)cc1CNC(C)(C)C	-2	2.7	1.4	-1.3	0.7	-15	-2	-21	0.1	-1.7	10
CCOc1cc(/C=C2/SC(=S)N(CC3CCCO3)C2=O)ccc1O (stereo not given)	-5	2.8	2.7	2.8	-0.1	-7	18	2	0.7	-1.9	5
Cc1cc(=O)[nH]c(-n2ncc(C#N)c2N)n1	-4	2.9	3.4	-1.6	-2.0	6	2	-1	1.4	-1.6	-5
COc1ccc(C(=O)/C=C/C(=O)N(CC(=O)NCCC(C)C)Cc2cccs2)c(O)c1	-2	-1.8	-0.9	1.9	-1.5	-11	-4	-34	-0.7	-1.8	-20
NC(=O)Cn1cnc2nc3n(c2c1=O)CCC3	0	0.3	0.1	4.8	1.3	2	4	3	2.9	-0.9	1
CC1CCN(C(=O)C2CCN(S(=O)(=O)c3cccs3)CC2)CC1	3	-0.1	2.9	8.2	4.2	-1	-16	-3	0.3	-0.4	6
Cc1ccccc1C(=O)NCCN1CCC(n2c(=O)[nH]c3ccccc32)CC1	-3	.	.	3.5	-2.1	2	-1	3	-0.1	-1.3	3
COc1ccc(C(=O)NC[C@H]2O[C@@H](n3cnc4c(N)ncnc43)[C@H](O)[C@@H]2O)cc1OC	0	.	.	-1.5	-2.2	2	0	1	0.0	-0.7	6
CC(NC(=O)c1ccc(F)cc1F)C1CC2CCC1C2 (stereo not given)	0	0.3	4.5	-0.5	-1.1	-3	9	4	0.0	-0.9	-1
CC1(C)Cc2c(sc(NC(=O)c3ccc(C(=O)c4ccccc4)cc3)c2C(N)=O)C(C)(C)N1	-2	-1.2	-0.2	-2.8	0.0	-10	10	-7	-2.8	-1.6	-14
CCN(C(=O)COC(=O)c1ccco1)c1c(N)n(Cc2ccccc2)c(=O)[nH]c1=O	-1	1.3	0.0	0.0	0.6	0	5	3	0.3	-1.1	2
COc1ccc(CNC(=O)N2CCN(S(=O)(=O)c3ccccc3F)CC2)cc1	3	-0.1	0.4	-1.4	-1.1	2	4	3	-0.6	-1.3	4
Cc1ccc(SCCC(=O)Nc2nccs2)cc1	-1	-0.4	0.2	2.0	0.4	-2	4	1	1.0	-1.4	2
NC(=O)CN1C(=O)C(=O)N(Cc2ccc(F)cc2)C1=O	-1	0.1	-2.2	1.0	1.0	2	7	2	0.1	-0.7	6
COc1cccc(C2NC(=S)N(Cc3ccccc3)C(C)=C2C(C)=O)c1 (stereo not given)	0	.	.	-2.5	-0.2	-4	-8	-1	0.0	-1.8	4
c1ccc(Oc2nc(-c3ccccn3)nc3ccccc23)cc1	4	.	3.2	6.7	1.2	-7	-14	-15	0.5	-0.8	18
O=P(c1ccccc1)(c1ccccc1)c1cnc2ccccn12	.	.	.	-1.0	-1.6	-4	-5	-2	.	-1.5	1
COc1cc(CC(=O)NC(c2ccccc2)c2ccccc2)cc(OC)c1OC	-2	-1.3	-2.5	-1.5	-1.7	-1	7	-3	0.0	-1.4	2
CC(=O)Cn1c(CN2CCCCC2)nc2ccccc2c1=O	-5	2.1	-0.9	-0.8	0.2	1	3	-3	0.6	-1.1	5
CCOC(=O)c1oc2ccc(Cl)cc2c1NC(C)=O	-2	-0.8	-0.5	6.7	-0.7	0	-5	4	-0.3	-1.9	-1
CCCn1c2ccccc2c2cnn(CC(=O)NC3CCC(C)CC3)c(=O)c21 (stereo not given)	0	0.7	-1.2	-0.4	-1.4	0	-14	0	-0.8	-1.4	7
Cc1ccc(-n2c(SCC(=O)N3CCOCC3)nc(O)cc2=O)cc1	-1	0.7	-1.9	2.3	0.1	-2	-9	0	-0.4	-0.7	5
O=C(NCC1(N2CCCCC2)CCCCC1)c1ccc(NS(=O)(=O)c2ccccc2)cc1	0	2.7	2.6	3.7	1.3	6	-6	4	8.9*	-0.1	1
O=Cc1cn(-c2ccccc2)nc1-c1ccccc1	2	1.2	2.1	0.4	1.8	0	1	3	-1.0	-0.5	0
CCN1C(=O)c2cccc3c(S(=O)(=O)N4CCNCC4)ccc1c23	2	0.3	-1.3	0.4	-1.1	-1	i	1	-1.7	-1.2	0
N/C(=N\N=C/c1ccc(Br)cc1)N/N=C\c1ccc(Br)cc1	0	-0.2	-0.6	0.1	-0.7	-2	1	-2	-0.5	-1.4	1
CC(C)(C)NC(=O)C(c1ccc(C#N)cc1)n1c(=O)c(-c2ccco2)nc2ccccc21 (stereo not given)	2	.	.	0.6	0.8	-1	-196	-5	0.7	0.7	-5
Cc1cc2oc(C(=O)N3CCN(Cc4ccccc4)CC3)c(C)c2cc1C	-1	-0.1	2.4	-0.7	-0.2	-3	3	3	0.1	-0.7	-6
O=C(NCCc1cccc(C(F)(F)F)c1)C1CCC(=O)N(Cc2ccc(Cl)cc2)C1 (stereo not given)	1	0.1	1.2	-2.9	-1.0	0	4	-5	0.2	-1.5	-5
CC1CCCCC1C(=O)N1CCC(Oc2cccnc2)CC1 (stereo not given)	2	.	.	-1.1	-0.8	4	-5	2	-0.4	-1.4	1
CCCCNC(=O)CSc1nc2ccccc2n1S(=O)(=O)c1ccc(Cl)cc1	0	2.5	0.9	1.1	-2.1	3	-8	-1	-0.5	-1.0	-3
COc1ccc2nc(NC(=O)C3CC(=O)N(c4ccc5c(c4)OCCO5)C3)sc2c1 (stereo not given)	-2	-0.3	1.2	0.6	-1.1	-4	2	11	-0.4	-1.1	-16
Cc1nc2sc(C(c3ccco3)N3CCN(c4cccc(Cl)c4)CC3)c(O)n2n1 (stereo not given)	-1	-0.5	3.0	-1.2	-1.1	-5	14	-3	0.2	-1.2	-8
COC(=O)c1cc(NC(=O)CC2SC(=Nc3ccccc3)N(CCc3c[nH]c4ccccc34)C2=O)cc(C(=O)OC)c1 (stereo not given)	3	0.8	-1.3	0.9	0.7	.	-3	.	0.1	-1.0	-18
COc1ccc(C(=O)Nc2c(N)nc(SCC(=O)N3CCCCCC3)[nH]c2=O)cc1OC	-1	1.9	0.5	-2.3	-1.3	1	-5	0	-0.9	-0.2	-6

Entries listed so far marked active in DAX1 inh-2.
| SMILES | SMARCA2 activ | DAX1 inh-1 | hcDAF12 agonist | GC-B act | ADAM10 inh | GC-A act | DAX1 inh-2 | ssDAF12 agonist | sPLA2-III inh |
| --- | --- | --- | --- | --- | --- | --- | --- | --- | --- |
| O=C(NCC1(N2CCCCC2)CCCCC1)c1ccc(NS(=O)(=O)c2ccccc2)cc1 | 0 | 2.7 | 1.3 | 6 | -6 | 4 | 8.9* | -0.1 | 1 |

(more compounds)
SMILES	SMARCA2 activ	DAX1 inh-1	FXN GAA850 act	hgDAF-12 ag	hcDAF12 agonist	GC-B act	ADAM10 inh	GC-A act	DAX1 inh-2	ssDAF12 agonist	sPLA2-III inh
Cc1noc(C)c1COC(=O)CCc1nc2ccccc2s1	1	-0.6	-1.8	-0.5	-0.2	0	0	-4	-0.2	-0.5	4
CCc1ccc(Oc2nc([N+](=O)[O-])nn2C)cc1	-4	-1.0	0.0	-0.7	-1.3	-1	-7	1	-0.4	-1.6	2
C[C@@]12C(=O)Nc3cc(F)c(F)cc3C(=O)N1[C@H]1c3ccccc3OC[C@@H]1[C@@H]2c1ccccc1	2	2.4	-9.6	4.0	0.4	-3	21*	-5	0.8	-0.6	15
O=C(/C=C/c1ccco1)NC(=S)Nc1cccc([N+](=O)[O-])c1	2	-2.3	-3.4	4.3	-2.8	-2	9	1	-2.4	-0.5	3
CCOc1ccc(S(=O)(=O)N2CCOCC2)cc1NC(=O)CN1C(=O)NC(C)(c2ccc(C)cc2)C1=O (stereo not given)	-2	-1.1	-0.8	-1.0	-0.8	3	-68	-3	-1.5	-1.6	-4
CCOC(=O)Cc1cc(=O)n2[nH]c(C)c(-c3ccc(Cl)cc3)c2n1	-4	-0.7	0.4	-0.1	0.1	45*	-64	44*	0.6	-1.5	-20
CN1CCN(c2ccc(NC(=O)c3ccccc3Br)cc2)CC1	4	2.0	2.1	5.6	4.5	9	-5	2	1.1	-0.7	3
COc1cc2c(cc1O)[C@@H]1Cc3cc(OC)c(OC)cc3C(C2)N1C	0	-0.4	-1.7	1.2	-0.9	-14	3	-11	1.1	-1.2	-7
O=C(COc1ccc(Br)cc1)OCc1nnc(-c2ccccc2)o1	-3	0.1	1.8	1.2	-1.2	-2	1	5	0.2	-0.9	4
CCCc1c(C(=O)N/N=C/c2cccs2)nnn1-c1nonc1N	-1	-0.7	-1.9	1.1	1.8	2	-16	0	-1.3	-1.1	8
Cc1cc(NC(=O)CSc2nnc(COc3ccccc3)o2)no1	1	1.8	-1.0	3.1	-0.7	3	-5	1	0.1	-1.4	-3
O=S(=O)(Oc1ccc(Cl)cc1)c1cccc2cccnc12	-4	.	1.0	3.2	-1.4	2	-5	-4	0.3	-1.3	6
Cc1ccc(/C=C2/Sc3ccccc3N(CC(=O)NCCCOC(C)C)C2=O)cc1	-4	0.7	1.0	-0.4	0.0	-8	0	-4	-0.5	-1.0	-11
c1ccc(-n2nnc(-c3nccs3)n2)cc1	6	1.4	4.7	9.9	3.5	1	2	0	2.7	0.2	8
Cc1n[nH]c(C)c1S(=O)(=O)N1CCCC(C(=O)NCC2COc3ccccc3O2)C1 (stereo not given)	-2	-1.4	-1.2	-1.1	-0.7	-1	0	-1	-1.0	-0.6	3

Compound activity (PubChem)
